# From PubChem
# SMN2 splice up: enhancers of SMN2 splice variant expression | Potency, µM (top dose mostly 46.1 µM), for inactives: at the top dose activity change, positive = activation, hits mostly activators | HEK293 SMN2-luciferase splicing reporter, luminescence, 30-36 h | actives 2.8% (n = 210,000) | AID 1458; also: % of control where 0% means no effect; nearly all actives have a fitted effect of over 55% in size
#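 qHTS luciferase splicing reporter: luminescence rises when SMN2 exon 7 is included in transfected HEK293 cells. Compound exposure lasted 30-36 h at 37C, with 4.5 mM final sodium butyrate as control, followed by a ONE-Glo read.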
# Tau fluor counter: counter-screen for tau fibril formation inhibitors; actives 0.93% (n = 280,000); Potency, µM (titrated, usually from 57.7 µM), for inactives: top-dose activity change, negative = decrease; AID 1463; tau K18 P301L Alexa594 fluorescence, heparin fibrillization; also: % is scaled to controls: 0 for no effect and ±100 for the full control effect; nearly all actives have a fitted effect of over 55% in size
#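 Human K18 P301L tau (15 uM unlabeled plus 0.24 uM Alexa 594-labeled, final) in 100 mM sodium acetate pH 7 was mixed with compound and 20 uM heparin and incubated 6 hr at 37 C.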
# JMJD2E inh: blocks human JMJD2E demethylase activity. B2RXH2. JMJD2E catalytic domain, FDH-coupled NADH fluorescence (FDH is formaldehyde dehydrogenase). Potency, µM (series often up to 57.1 µM), for inactives: at the top dose activity change, negative = inhibition, usual class: inhibitors. actives 1.6% (n = 230,000); active = well fitted inhibition curve with a large enough effect, not every such curve was filed as active; inconclusive = small, poorly fitted or top-dose-only effect, or another doubt; inactive = no such curve, though single readings can be large or run the other way;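 also: 0% = wells with enzyme and -100% = buffer wells without enzyme; nearly all actives have a fitted effect of over 50% in size; many of its hits are not listed in these tables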
# Target sequence (B2RXH2 1-337 limits assumed): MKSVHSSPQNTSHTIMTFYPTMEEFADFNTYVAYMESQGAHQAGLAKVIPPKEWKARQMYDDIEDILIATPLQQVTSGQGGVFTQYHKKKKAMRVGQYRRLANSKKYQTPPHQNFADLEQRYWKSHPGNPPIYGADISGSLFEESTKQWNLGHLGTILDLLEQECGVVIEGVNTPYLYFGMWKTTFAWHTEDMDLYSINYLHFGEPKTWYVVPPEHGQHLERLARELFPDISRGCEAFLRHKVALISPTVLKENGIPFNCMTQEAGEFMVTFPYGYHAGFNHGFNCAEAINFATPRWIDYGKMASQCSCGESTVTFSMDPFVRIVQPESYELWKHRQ
# Tau fibril ThT: blocks human tau fibril formation measured by thioflavin T; P10636; recombinant tau K18 P301L, heparin-induced fibrillization, ThT fluorescence; Potency, µM (titrated, usually from 57.4 µM), without a hit: at the highest dose activity, negative = inhibition, most hits filed as inhibitors; actives 2.1% (n = 270,000); AID 1460; also: % is scaled to controls: 0 for no effect and ±100 for the full control effect; nearly all actives have a fitted effect of over 55% in size
# Target sequence (P10636 561-689 P618L limits assumed): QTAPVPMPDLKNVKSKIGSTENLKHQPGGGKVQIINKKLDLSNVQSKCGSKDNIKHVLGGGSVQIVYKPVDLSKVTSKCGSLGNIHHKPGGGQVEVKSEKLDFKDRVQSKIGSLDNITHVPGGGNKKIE
#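 Aggregation was driven by heparin (20 uM final) acting on recombinant tau […] bearing P301L in 100 mM sodium acetate pH 7; fibrils were detected with Thioflavin T.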
# HttQ103 aggreg: inhibitors of mutant huntingtin aggregate formation in PC12 cells. PC12 HttQ103-GFP aggregates, Acumen cytometry, 40 h. Potency, µM (series often up to 46.1 µM), inactives show top-dose activity change, negative = inhibition, actives largely listed as inhibitors. actives 1.1% (n = 220,000). AID 1688; also: % is scaled to controls: 0 for no effect and ±100 for the full control effect; nearly all actives have a fitted effect of over 60% in size
#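 Inducible Q103 Huntingtin exon 1–GFP PC12 line, 1500 cells/well in phenol red free DMEM with 5% equine and 5% calf serum. Tebufenozide 100 nM induced expression; compounds titrated; aggregates quantified by cytometry.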
# Tau fibril FP: blocks human tau fibril formation measured by polarization; P10636; K18 P301L tau heparin fibrillization, Alexa594 FP, 6 h; Potency, µM (highest dose often 57.7 µM), for inactives: at the top dose activity, negative = inhibition, actives largely listed as inhibitors; actives 0.39% (n = 280,000); also: % is scaled to controls: 0 for no effect and ±100 for the full control effect; nearly all actives have a fitted effect of over 55% in size
#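 Heparin (20 uM) drove fibril formation of recombinant tau K18 P301L, 15 uM unlabeled with 0.24 uM Alexa 594 label, for 6 hr at 37 C in 100 mM sodium acetate pH 7. Fluorescence polarization (555/632 nm) read 1 hr after 30 uM ThT.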
# HTT ATP protect: Huntington cell model cytoprotection by ATP luminescence | Potency, µM (titrated, usually from 56.4 µM), for the others: cytoprotection (ATP increase), actives largely listed as activators | actives 0.14% (n = 230,000) | PC12 HTT-Q103 induced, cytoprotection, ATP luminescence, 40 h | AID 1471;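 also: % of control where 0% means no effect; nearly all actives have a fitted effect of over 45% in size; toxic huntingtin expression switched on by the ecdysone agonist tebufenozide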
#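 PC12 cells stably carrying ecdysone-inducible Htt exon 1 (Q103)–GFP were induced with 100 nM tebufenozide (final) alongside library compounds in a dose series. Cytoprotection was scored as retained ATP by ATPlite luminescence.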
# ALDH1A1 block: inhibitors of human aldehyde dehydrogenase 1A1; Purified ALDH1A1, NADH fluorescence, propionaldehyde substrate; Potency, µM (doses to about 75.3 µM), without a hit: at the highest dose activity, negative = inhibition, usual class: inhibitors; actives 7.3% (n = 220,000); active = well fitted inhibition curve with a large enough effect, not every such curve was filed as active; inconclusive = small, poorly fitted or top-dose-only effect, or another doubt; inactive = no such curve, though single readings can be large or run the other way;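 also: plate controls were no enzyme wells and a reference inhibitor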
# Target sequence (P00352 whole entry, looked up): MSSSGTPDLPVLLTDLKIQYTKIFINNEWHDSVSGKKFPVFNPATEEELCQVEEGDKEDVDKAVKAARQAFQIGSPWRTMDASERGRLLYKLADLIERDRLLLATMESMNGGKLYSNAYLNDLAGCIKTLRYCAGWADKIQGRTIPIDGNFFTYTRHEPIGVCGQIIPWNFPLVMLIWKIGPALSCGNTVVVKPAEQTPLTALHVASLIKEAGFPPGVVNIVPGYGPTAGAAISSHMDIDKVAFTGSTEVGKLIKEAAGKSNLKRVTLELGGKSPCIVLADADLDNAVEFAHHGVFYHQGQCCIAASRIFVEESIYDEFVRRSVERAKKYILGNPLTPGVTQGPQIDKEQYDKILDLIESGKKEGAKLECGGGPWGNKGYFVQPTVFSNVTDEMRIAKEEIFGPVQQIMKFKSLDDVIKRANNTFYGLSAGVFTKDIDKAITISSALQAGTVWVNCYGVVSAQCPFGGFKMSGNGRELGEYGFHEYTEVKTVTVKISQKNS
# An asterisk follows results filed as active; u = inconclusive; x = not tested or not shown; & = joins results of further samples; [ ] = another dose, or the depositor's remark. Unless noted, calls follow the shape of the dose curve; as a rule, active = well fitted curve in the direction sought with a large enough effect; inconclusive = small, poorly fitted or top-dose-only effect, or another doubt; inactive = no such curve, though single readings can be large; an effect the other way counts as inactive or inconclusive. Potency is read from the fitted curve at half-maximal effect.
SMILES,SMN2 splice up,Tau fluor counter,JMJD2E inh,Tau fibril ThT,HttQ103 aggreg,Tau fibril FP,HTT ATP protect,ALDH1A1 block
CCOC(=O)Oc1ccc(C(=O)OCCCN(C)C)cc1OC,-11%,13%,-8%,12%,-2%,4%,15%[10 µM],11%
COc1ccc(NC(=O)Cn2nc(C(F)(F)F)c3c2CCCC3)cc1OC,-18%&-71%,-28%&-21%,0%,-8%&-8%,-4%,3%&2%,12%[10 µM],-2%
CCOC(=O)c1cnc(SCC(=O)OC)nc1N,x,4%,-1%,1%,12%[9.22 µM],5%,26%[10 µM],-1%
COC(=O)/C=C1/S/C(=N/NC(=O)c2ccccc2)NC1=O,7%,-7%,0%,-13%,18%,-12%,14%,-5%
S=C(NCc1ccccc1)N1CCn2cccc2C1c1cccnc1 (stereo unspecified),u,-12%,-3%,-4%,-7%,-9%,-18%,3.5µM*
Cc1ccc(S(=O)(=O)C2(C(=O)Nc3cccnc3)CC2)cc1,-1%,-10%,-2%,0%,7%,-2%,-12%,0%
CCOc1ccccc1CN1CCC(CO)(CCOc2ccccc2)CC1,-20%,3%,-11%,-2%,12%[9.22 µM],1%,-2%[10 µM],1%
Cc1cc(Cl)ccc1C(=O)C1CCCN(C(=O)c2ccc3ncccc3c2)C1 (stereo unspecified),-9%,-2%,5%,-9%,7%[9.22 µM],7%,7%[10 µM],-5%
Cc1ccc(Nc2ncnc(-n3cccc3)n2)cc1Cl,x,-15%,-2%,-18%,7%[9.22 µM],-10%,21%[10 µM],x
COCCn1c(-c2ccccc2)c(C)n2c3c(=O)n(C)c(=O)n(C)c3nc12,4%,-14%,x,-9%,x,-1%,x,x
Cc1ccc(Cl)c(OCCCCN(C)Cc2ccccc2)c1,5%,-6%,u,-9%,14%,5%,-26%,0%
CN=C1S/C(=C\c2cn(CC(=O)OC)c3ccccc23)C(=O)N1C,16%,-13%,0%,-8%,20%,-1%,x,-4%
COc1ccc(C)cc1S(=O)(=O)N1CCC(C(=O)N2CCOCC2)CC1,13%,-2%,-3%,-4%,-1%,2%,-16%,5%
O=C(NCc1ccccn1)c1c(O)c2c([nH]c1=O)CCCC2,-18%,-1%,14%,3%,1%,2%,4%[10 µM],u
Nc1cc(=O)[nH]c(SCC(=O)Nc2ccc(S(=O)(=O)N3CCCCC3)cc2)n1,x,-2%,4%,6%,10%[9.22 µM],4%,4%[10 µM],19µM*
CCN(CC(O)Cn1c2ccccc2c2ccccc21)S(=O)(=O)c1ccc(F)cc1 (stereo unspecified),-1%,u,1%,-12%,7%[9.22 µM],-11%,-21%,2%
CC(N)C12CC3CC(C1)CC(C(C)N)(C3)C2 (stereo unspecified),20%,4%,-6%,2%,-1%,8%,11%[0.074 µM],2%
CC(=O)c1ccc(N2CCN(C(=S)Nc3cccc(Cl)c3)CC2)cc1,-12%,-8%,6%,-15%,18%,-5%,x,8%
O=[N+]([O-])c1cccc(CN(CCO)Cc2ccccc2)c1,0%,-1%,0%,7%,5%,-6%,1%,u
CCn1c(Cc2ccccc2)nnc1SCC(=O)OC(C)C,8%,3%,-2%,2%,6%,3%,-21%[10 µM],19%
CC(C)(C)SCCNC(=O)Nc1ccccc1,u,-2%,12%,-1%,7%,3%,x,-6%
N#C/C(=C\N1CCOCC1)S(=O)(=O)c1ccc(Cl)cc1,x,3%,6%,3%,-24%[9.22 µM],3%,-14%[10 µM],x
O=C(COC(=O)CCc1nc2ccccc2s1)NC(=O)NCc1ccco1,3%,-20%,9%,u,8%,4%,-25%,5%
CCOc1ccccc1NC(=O)N1CCCC1C(=O)Nc1ccc(-n2cnnn2)c(C)c1 (stereo unspecified),49%,0%,-5%,-9%,-11%,4%,-3%,3%
CC(C)c1cc(C(F)(F)F)n2nc(C(=O)Nc3ccc(-n4cnnn4)cc3)cc2n1,x,-7%,11%,-14%,0%[9.22 µM],2%,-6%[10 µM],x

# Complete entries from above.
# `Cc1ccc(Cl)c(OCCCCN(C)Cc2ccccc2)c1` in the list: SMN2 splice up = 5%; Tau fluor counter = -6%; JMJD2E inh = u; Tau fibril ThT = -9%; HttQ103 aggreg = 14%; Tau fibril FP = 5%; HTT ATP protect = -26%; ALDH1A1 block = 0%
# `CCN(CC(O)Cn1c2ccccc2c2ccccc21)S(=O)(=O)c1ccc(F)cc1` (stereo unspecified) in the list: SMN2 splice up = -1%; Tau fluor counter = u; JMJD2E inh = 1%; Tau fibril ThT = -12%; HttQ103 aggreg = 7%[9.22 µM]; Tau fibril FP = -11%; HTT ATP protect = -21%; ALDH1A1 block = 2%

# New compounds follow.
SMILES,SMN2 splice up,Tau fluor counter,JMJD2E inh,Tau fibril ThT,HttQ103 aggreg,Tau fibril FP,HTT ATP protect,ALDH1A1 block
O=C(COc1cccc2cccnc12)N/N=C1\SCC(=O)N1Cc1ccco1,-3%,0%,-1%,-14%,-3%,2%,-13%[10 µM],-6%
CC1CCCCC1NC(=O)CN1CCC(O)(c2ccc(F)cc2)CC1 (stereo unspecified),-21%,-2%,0%,-3%,-1%,-5%,-32%,-1%
CCOC(=O)c1sc(NC(=O)COC(=O)CNC(=O)C2CCCCC2)c(C(=O)OCC)c1C,-18%,-8%,5%,-8%,-3%,9%,45%[10 µM],13%
CCN(CC)C(=O)C1CC(=O)OC12CCCCC2 (stereo unspecified),-18%,0%,11%,-5%,-10%,-6%,-9%[1.9 µM],0%
Cc1cccc(N2CCN(C(=O)Cn3ccc4ccccc4c3=O)CC2)c1C,-72%[inhibitor],-1%,-4%,u,-9%,6%,5%[10 µM],u
CCCCN(C)C(=O)C1CCC(=O)N(c2cc(OC)c(OC)c(OC)c2)C1c1ccc(OC)cc1 (stereo unspecified),23%,0%,-4%,0%,12%,1%,-6%[10 µM],0%
C/C(=N/OC(=O)c1ccc(C)cc1)C(=O)c1ccc(Br)cc1,x,-10%,-9%,-11%,-12%[9.22 µM],10%,-2%[10 µM],x
NNC(=O)Cn1nnc(-c2ccc(C(F)(F)F)cc2)n1,x,-6%,8%,x,13%[9.22 µM],5%,13%[10 µM],x
COc1cccc(CN2CCN(C(=O)Nc3ccc([N+](=O)[O-])cc3)CC2)c1,x,-24%,-4%,-15%,u,-13%,-13%,u
CCCCSc1nnc2c(n1)[nH]c1ccccc12,3.5µM*,5%,8%,-6%,-1%,-1%,-35%,4%
CSc1ncc(Cl)c(C(=O)Nc2ccccc2Br)n1,x,-5%,-12%,x,-16%[9.22 µM],-12%,-15%[10 µM],x
OCCN1CCN(C(c2cccs2)c2ccc3cccnc3c2O)CC1 (stereo unspecified),-21%,-16%,8.9µM*,u,32%,u,-18%[0.074 µM],1.3µM*
O=C(NCCC1=CCCCC1)Nc1ccc2nsnc2c1,x,3%,-19%,-3%,11%[9.22 µM],-3%[2.34 µM],2%[10 µM],-8%
O=[N+]([O-])c1ccc(O)c(/C=N/n2cnc3ccccc32)c1,-48%[inhibitor],-19%,9%,u,u,5%,27%[10 µM],u
CCCOc1ccc(/C=N/NC(=O)C2CCCN2S(=O)(=O)c2ccc(Cl)cc2)cc1 (stereo unspecified),9%,-17%,-1%,-12%,-7%,8%,-6%,-1%
CC(=O)CCN1CCOCC1,14%,-4%,-6%,-11%,14%,-1%,0%,1%
CC(=O)c1c(N2CCC(C(N)=O)CC2)nc(=S)n(-c2ccccc2)c1C,15%,1%,0%,-4%,24%,6%,-43%[inhibitor],4%
COc1ccc(CCN(Cc2ccc(C(C)C)cc2)S(=O)(=O)c2ccc(S(=O)(=O)N(C)C)cc2)cc1OC,-2%[1.84 µM],-3%,2%,1%,-13%,9%,12%[10 µM],-3%
CCn1c(SCC(=O)Nc2ccc3c(c2)OCO3)nc2c1c(=O)n(C)c(=O)n2C,8%,-8%,0%,-16%,-11%,1%,7%,17%
CCOC(=O)c1cc(CC)sc1NC(=O)c1ccc([N+](=O)[O-])c(N2CCOCC2)c1,-1%,-4%,-1%,0%,3%,-2%,-12%[10 µM],u
O=C(c1cccc(Br)c1)N1CCN(C(=O)c2cccc(Br)c2)CC1,-20%,0%,6%,-5%,-5%,2%,-4%[10 µM],16µM*
O=C(Nc1ccccc1)N(Cc1c[nH]c2ccccc12)C1CCCCCC1,3%,-19%,x,4%,x,-14%,x,x
COC(=O)C1=C(NC(=O)COc2ccc3ccccc3c2)CCS1,-6%,-9%,44%[activator],-9%,-77%,-12%,21%[10 µM],u
CCn1c(CNC(=O)c2ccccc2F)nnc1SCCOc1ccccc1,-3%,-10%,8%,-7%,13%,-3%,x,2%
CCOc1ccc(NC(=O)CSc2nc3[nH]ncc3c(=O)n2-c2ccccc2OC)cc1,-13%,u,-11%,u,u,-1%,x,8.9µM*
CCS(=O)(=O)N1CCN(c2c(Cl)cccc2[N+](=O)[O-])CC1,-26%,-7%,-2%,-10%,-21%,-5%,-19%,2%
O=C(C1CCCN(S(=O)(=O)c2cccc3nsnc23)C1)N1CCN(c2ccccc2)CC1 (stereo unspecified),-36%[inhibitor],-14%,x,u,x,9%,x,x

# 4 entries from above, field by field.
O=C(COc1cccc2cccnc12)N/N=C1\SCC(=O)N1Cc1ccco1
- SMN2 splice up = -3%
- Tau fluor counter = 0%
- JMJD2E inh = -1%
- Tau fibril ThT = -14%
- HttQ103 aggreg = -3%
- Tau fibril FP = 2%
- HTT ATP protect = -13%[10 µM]
- ALDH1A1 block = -6%

CC1CCCCC1NC(=O)CN1CCC(O)(c2ccc(F)cc2)CC1 (stereo unspecified)
- SMN2 splice up = -21%
- Tau fluor counter = -2%
- JMJD2E inh = 0%
- Tau fibril ThT = -3%
- HttQ103 aggreg = -1%
- Tau fibril FP = -5%
- HTT ATP protect = -32%
- ALDH1A1 block = -1%

CCOC(=O)c1sc(NC(=O)COC(=O)CNC(=O)C2CCCCC2)c(C(=O)OCC)c1C
- SMN2 splice up = -18%
- Tau fluor counter = -8%
- JMJD2E inh = 5%
- Tau fibril ThT = -8%
- HttQ103 aggreg = -3%
- Tau fibril FP = 9%
- HTT ATP protect = 45%[10 µM]
- ALDH1A1 block = 13%

CCN(CC)C(=O)C1CC(=O)OC12CCCCC2 (stereo unspecified)
- SMN2 splice up = -18%
- Tau fluor counter = 0%
- JMJD2E inh = 11%
- Tau fibril ThT = -5%
- HttQ103 aggreg = -10%
- Tau fibril FP = -6%
- HTT ATP protect = -9%[1.9 µM]
- ALDH1A1 block = 0%

# Only part of the results is shown; rates above refer to the full screens.
